PriA SSB inh: inhibitors of Klebsiella pneumoniae PriA binding to SSB C-terminal tail, primary screen, biochemical, AlphaScreen. inhibition, % at 33 µM. AID 1272365, 2023. AlphaScreen SSBct-PriA binding, biotinylated peptide. hit rate 0.6% among 430,000. PriA–SSB C-terminal tail interaction (Klebsiella pneumoniae); in the data active means inhibition mostly above about 37%, no sharp cut-off; inactive means mostly below about 20%;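 further: plate controls were negative control peptide for no effect and reference peptide for full effect; strong numbers were not always called active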
* = called active by the depositor; & = joins results of further samples. Some of the compounds tested. The share of hits here may be higher or lower than overall.

SMILES | PriA SSB inh
COc1ccc(-c2cc(=O)n(CC(=O)N3CCN(c4ccc(F)cc4)CC3)cn2)cc1 | -10.0
CCCC(=O)N(c1ccc2oc(C)c(C(=O)OC)c2c1)S(=O)(=O)c1ccc(F)cc1C | -7.0
Cc1cccc(O[C@@H](C)C(=O)NCCn2ncccc2=O)c1 | -2.0
O=C(NCc1ccc(OC(F)(F)F)cc1)C1CN(C(=O)c2c[nH]c3ccccc23)C1 | -17.0
O=C(c1nc2ccccc2s1)N1CCC(c2ccc3c(c2)OCO3)C1 (stereo not given) | -4.0
Cc1ccc(CNC(=O)C(=O)NCC2CCN(Cc3ccco3)CC2)cc1 | -17.0
CC(C)(C)c1cc(C(=O)N2CCN(c3nnnn3-c3ccccc3)CC2)cc(C(C)(C)C)c1 | 4.0
CCOC(=O)C1CCCN(C(=O)C(=O)c2c(C)n(C)c3ccccc23)C1 (stereo not given) | -4.0
O=C(NCC1CCN(Cc2ccco2)CC1)c1ccc2c(c1)OCO2 | -4.0
Cn1nc(-c2ccccc2NC(=O)C2CCCN(c3ccc(-c4cccs4)nn3)C2)ccc1=O (stereo not given) | -12.0
O=C(CSc1nnc2ccc(-c3ccccn3)nn12)Nc1ccc(Cl)c(Cl)c1 | -7.0
COC(=O)c1cc(C(=O)OC)cc(-n2c(C)cc(C(=O)CCl)c2C)c1 | -1.0
CN1CCN(c2nc3ccc(NS(=O)(=O)c4ccc(Cl)s4)cc3s2)CC1 | -5.0
COC(=O)N1CCc2ccc(Br)cc2C1C(=O)NCC1CCCO1 (stereo not given) | -6.0
O=C(N1CC(c2nc(-c3ccc[nH]c3=O)no2)C1)C1(c2cccs2)CCCC1 | 0.0
CO[C@@H](CNC(=O)CSC1CCCC1)c1ccccc1C | -3.0
Cn1c(Cn2c(=O)sc3ccccc32)n[nH]c1=S | -6.0
COc1ccc(-c2ccc(SCc3ccc(F)cc3)nn2)cc1OC | -6.0
COC1CCN(c2ccc(C(=O)NC3CCN(C(=O)OC(C)(C)C)CC3)cc2)C1 (stereo not given) | -23.0
O=C(Cn1nnn(-c2ccc(NC(=O)c3ccccc3F)cc2)c1=O)NCc1ccco1 | -15.0
O=C(NCCN1CCN(c2ccccc2F)CC1)c1cc2ccccc2oc1=O | -5.0
COc1ccc(NC(=O)C(=O)NCc2ccccn2)cc1 | -9.0
COc1ccc(OC)c(S(=O)(=O)N2CCC(Oc3ccc(C#N)cn3)CC2)c1 | -2.0
CC(=O)c1ccc(NC(=O)c2cccnc2-c2nc3ccccc3s2)cc1 | -5.0
Cc1ccc(SCC(=O)Nc2nnc(-c3ccc(C)cc3C)o2)cc1 | -6.0

The list continues.
SMILES | PriA SSB inh
Nc1nnc(CSc2ccccc2)o1 | -5.0
Cc1nn(C)c(C)c1S(=O)(=O)NCC1(c2cccs2)CCOCC1 | -2.0
Cc1ccc(NC(=O)CSc2nc3cc(-c4ccccc4)sc3c(=O)n2C)cc1C | -6.0
Nc1nnc(SCc2cccc3ccccc23)s1 | 4.0
CC(=O)Nc1ccc(SCc2cccnc2)nn1 | -1.0
COc1ccc(Nc2nc(C(=O)Nc3ccc(C)c(F)c3)cs2)c(OC)c1 | -7.0
COc1ccccc1CC(=O)N1CCN(c2cc(-n3cncn3)ncn2)CC1 | 0.0
COc1ccc(OC)c(NC(=O)CSc2nccn3nc(-c4ccccc4OC)cc23)c1 | -8.0
CSCCOC(=O)COc1ccc(C=NNC(=O)c2nn(C)cc2Cl)cc1 | -4.4
CN(C)S(=O)(=O)N1CCC(Oc2ncccc2Cl)CC1 | -6.0
Cc1cccc(Cn2c3c(=O)n(C)c(=O)n(C)c3n3c(-c4ccc(Br)cc4)nnc23)c1 | -7.0
CCOC(=O)c1ccc(-c2ccc(C=NNC(=O)CN(c3cccc(C)c3)S(C)(=O)=O)o2)cc1 | 10.5
Cc1nc(CSc2nnc(-c3ccccc3)o2)cs1 | -9.0
O=C(Nc1nc(-c2ccccn2)cs1)C1CC1c1ccco1 (stereo not given) | 98.8*
COc1ccc(CCNC(=O)Cn2nc(-c3cccs3)ccc2=O)cc1OC | -7.0
COC(=O)C(C)(Cl)Cc1ccc(-c2ccc(CC(C)(Cl)C(=O)OC)c(OC)c2)cc1OC (stereo not given) | 3.0
Cn1nc(CNC(=O)COc2ccc(Cl)cc2Cl)cc1-c1cccs1 | -10.0
O=c1c2cnn(C3CCS(=O)(=O)C3)c2ncn1Cc1ccccc1 (stereo not given) | -10.0
Cc1cc(C(F)(F)F)c(C#N)c(SCCC(=O)Nc2nccs2)n1 | -14.0
COc1cc(/C=C(\C#N)c2nc(-c3cccc([N+](=O)[O-])c3)cs2)ccc1OC(C)=O | -7.0
C[C@](O)(CNS(C)(=O)=O)c1ccccc1 | -6.0
CCOc1cccc(C=NNc2ccc(S(=O)(=O)N(CC)CC)cn2)c1O | -1.7
Cc1cc(N(CCCl)CCCl)ccc1C=NNC(=O)c1ccco1 | -4.0
Cn1nc(N2CCCC(C(=O)NC3CCCc4ccccc43)C2)ccc1=O (stereo not given) | -15.0
O=C(Nc1ccc(Cl)c2ncsc12)c1ccc(Cl)s1 | -1.0

Some of the entries above, reformatted:
Molecule: Cc1cc(C(F)(F)F)c(C#N)c(SCCC(=O)Nc2nccs2)n1
- PriA SSB inh = -14.0

Molecule: COc1ccc(Nc2nc(C(=O)Nc3ccc(C)c(F)c3)cs2)c(OC)c1
- PriA SSB inh = -7.0

Molecule: Cc1ccc(NC(=O)CSc2nc3cc(-c4ccccc4)sc3c(=O)n2C)cc1C
- PriA SSB inh = -6.0

Reformatted: results already given.
SMILES	PriA SSB inh
Cc1cc(N(CCCl)CCCl)ccc1C=NNC(=O)c1ccco1	-4.0
Cn1nc(N2CCCC(C(=O)NC3CCCc4ccccc43)C2)ccc1=O (stereo not given)	-15.0
O=C(Nc1ccc(Cl)c2ncsc12)c1ccc(Cl)s1	-1.0

The results go on.
SMILES | PriA SSB inh
Cc1cccc(OCC(=O)NN=C2SCC(=O)N2Cc2ccco2)c1 | -9.9
Nc1nc(-c2ccc([N+](=O)[O-])cc2)c(C(=O)Nc2ccc(-c3ccccc3)cc2)s1 | -14.0
COc1cc(Br)cc2c1OC1(C)CC2NC(=O)N1Cc1ccccc1 (stereo not given) | -4.0
COc1ccc(-n2c(C)nc3ccc(NC(=O)CCCc4ccccc4)cc3c2=O)cc1 | 4.0
Cc1ccc(C=c2sc3nnc(-c4ccccc4Cl)n3c2=O)o1 | -17.5
O=C(NCCCn1ncccc1=O)Nc1ccc2c(c1)OCO2 | -15.0&-10.0
O=C(NCC(=O)N1CCC(Oc2ccccn2)CC1)c1ccccc1 | -11.0
Cn1nc(N2CCC(C(=O)Nc3ccc(Br)cc3F)CC2)ccc1=O | 10.0
CS(=O)(=O)N1CCC(C(=O)NCCn2ccn3nc(-c4ccco4)cc23)CC1 | -3.0
O=C(CN1C(=O)c2ccccc2C1=O)Nc1nc(-c2ccccc2)c(-c2ccccc2)s1 | -11.0
COc1cc(C=NOCC(=O)NC2CCS(=O)(=O)C2)ccc1OC(F)F (stereo not given) | -8.7
O=C(CSc1ccc(F)cc1)N1CCN(C(=O)C2CC2c2ccc3c(c2)OCO3)CC1 (stereo not given) | 12.0
CCCSC1=NC2(CCN(C(=O)Nc3ccccc3C(F)(F)F)CC2)N=C1c1ccc(OC)cc1 | 0.0
Cc1cc(NC(=O)c2cccs2)on1 | 6.0
COc1ccc(CCNC(=O)N2CCSC(c3ccccc3F)CC2)cc1 (stereo not given) | -4.0
O=C(c1ccc(OC(F)(F)F)cc1)N1CCCC(Cc2nc(-c3cnccn3)no2)C1 (stereo not given) | 0.0
O=C(c1cccc(Cl)c1)N1CCC(n2ccnn2)CC1 | -16.0
CC12CCC(C(=O)Nc3ccc(Cl)cn3)(C(Br)C1=O)C2(C)C (stereo not given) | -1.0
COc1ccc(OC)c(S(=O)(=O)NCC(c2cccn2C)N2CCOCC2)c1 (stereo not given) | -24.0
CC1(C)CC(=O)c2sc(NC(=O)c3ccc([N+](=O)[O-])cc3)nc2C1 | -12.0
Cn1c(=O)c2cc(C(=O)N3CCCc4ccccc43)sc2n(C)c1=O | 2.0
Cn1cnc2cc(O)ccc21 | -11.0
O=C(NCc1ccc(F)cc1)C(=O)NCC1(c2cccs2)CCCC1 | -13.0
c1cc(-c2n[nH]c(Cn3cncn3)n2)ccn1 | -21.0
Cc1ccc(S(=O)(=O)c2ccc(C(=O)Nc3ccc(Br)cc3)cn2)cc1C | -3.0

Further structures:
SMILES | PriA SSB inh
O=C(Oc1ccc2c(-c3cc4ccccc4oc3=O)cc(=O)oc2c1)c1ccco1 | -11.0
O=C1CCSCC(C(=O)N2CCN(c3cccc(Cl)c3Cl)CC2)N1 (stereo not given) | -27.0
COc1ccc(C)cc1S(=O)(=O)N1CCN(c2ccc(-c3ccc(C)cc3)nn2)CC1 | 0.0
O=C(CSc1nnc(NC(=O)c2ccccc2C(F)(F)F)s1)Nc1nc2ccccc2s1 | -18.0
O=C(Nc1nc2c(s1)CSc1ccccc1-2)C1COc2ccccc2O1 (stereo not given) | 1.0
COc1cccc(C=Nn2c(=S)n(C)c3ccccc32)c1OC | -0.2
O=C(NCCCN1CCOCC1)C(=O)NN=Cc1ccc2c(c1)OCO2 | -23.6
CC(=O)N1CCCc2ccc(NC(=O)C(=O)Nc3ccccc3[N+](=O)[O-])cc21 | -9.0
CCS(=O)(=O)C1CN(S(=O)(=O)c2ccc(OC)c(C(N)=O)c2)C1 | -8.0
Cc1cc(NC(=O)c2cccc(C(F)(F)F)c2)ccc1N1CCCCC1=O | -1.0
COc1ccc(C=NNc2nc(N3CCCC3)nc(N3CCCC3)n2)cc1O | -16.3
COc1ccc(CCNC(=O)CSc2nc(N)c(NC(=O)c3ccco3)c(=O)[nH]2)cc1OC | -16.0
COc1ccc(NC(=O)[C@H]2CCCN(c3ccc(-n4cncn4)nn3)C2)cn1 | 0.0
O=C(NCc1ccnc(N2CCCCC2)n1)c1ccc(Oc2ncccn2)cc1 | -15.0
O=C(NCC#CCN1CCOCC1)NCc1cccs1 | -10.0
COc1ccc(-c2cn3c(C)c(C(=O)N(Cc4ccccc4)c4ccccc4)sc3n2)cc1 | 12.0
CC1(C)CC(C(N)=O)C1 | -14.0
COc1cccc(NC(=O)NCC(c2ccsc2)N2CCCCCC2)c1OC (stereo not given) | 4.0
C=CCc1c(C)c(C#N)c2nc3ccccc3n2c1Nc1ccc(F)cc1 | -16.0&-14.0
Cc1cc(NC(=O)C(=O)NCCC(O)c2cc(C)oc2C)no1 (stereo not given) | -1.0
Cc1ccc(S(=O)(=O)N2CCC(C(=O)NN=Cc3ccncc3)CC2)cc1 | -7.3
O=C(Nc1ccc2c(c1)OCO2)c1ccc2nccnc2c1 | -19.0
CCN1CCN(CC(=O)N2N=C(c3ccc(OC)cc3)CC2c2ccc(OC)c(OC)c2)C(=O)C1=O (stereo not given) | -22.0
O=C1CCc2cc(NS(=O)(=O)c3ccccc3Cl)ccc2N1 | -5.0
CC(C)C(C(=O)O)N1C(=O)c2cccc3cccc(c23)C1=O (stereo not given) | -21.0

Carrying on.
SMILES | PriA SSB inh
ON=C1CC2(Cc3nonc31)OCCO2 | -4.4
CCOc1ccc(C=Nn2c(C3CCCCC3)n[nH]c2=S)cc1 | -1.2
CN(CCO)c1ccc(C=NNc2nncc3ccccc23)cc1 | -3.1
Cc1cc(C)nc(N=C(N)Nc2ccc(S(=O)(=O)Nc3nccc(C)n3)cc2)n1 | -14.4
Cc1cc(C)nc(OC2CCC(NC(=O)c3ccco3)CC2)n1 (stereo not given) | -3.0
Cc1c(Cl)cccc1NC(=O)c1ccncc1 | -15.0
O=C(CC(=NNC(=O)c1ccccc1Br)C(F)(F)F)c1cccs1 | 4.0
COc1ccccc1OCC#CCNC(=O)CN(C)S(C)(=O)=O | 10.0
CC(O)(CNS(=O)(=O)Cc1ccc(C(F)(F)F)cc1)c1cccs1 (stereo not given) | -9.0
CN1C(=O)NC2(CCN(C(=O)c3ccc(-c4ccccc4)cc3)CC2)C1=O | -8.0
O=S(=O)(c1ccc(-n2cccn2)cc1)N1CC(n2cc(COc3ccccc3)nn2)C1 | -7.0
CC(=NNC(=O)c1ccc(NS(=O)(=O)c2cccs2)cc1)c1ccc(Cl)cc1 | -5.4
CCc1nccn1CC1CCN(C(=O)c2ccc3c(c2)OCO3)CC1 | -12.0
CC(=O)c1cccc(NC(=O)c2ccc(-c3ccccc3C(F)(F)F)o2)c1 | -8.0
COC(=O)c1ccc([C@@H]2C(=C(O)c3ccc(OC(C)C)cc3)C(=O)C(=O)N2Cc2cccnc2)cc1 | -7.0
O=C(Nc1ccccc1Cc1nc(-c2ccco2)no1)c1ccc(C(F)(F)F)nc1 | -17.0
O=C(Cc1ccsc1)N1CCS[C@H](c2ccccc2Cl)CC1 | -3.0
CC(=O)c1cccc(NC(=O)c2cccn(OCc3ccc(F)cc3)c2=O)c1 | 12.0
Cc1nccn1-c1ncc(NC(=O)c2ccc(F)cc2Cl)cn1 | -14.0
CC1CCN(C(=O)c2cccc3c2-c2ccccc2C3=O)CC1 | -4.0
CC(=NNC(=O)CCc1ccccc1)c1ccc2c(c1)OCO2 | 0.1
O=C(CCn1c(=O)sc2ccccc21)Nc1ccc(S(=O)(=O)Nc2nccs2)cc1 | 4.0&9.0

Random excerpt: 2 entries already listed
SMILES | PriA SSB inh
CC(=NNC(=O)c1ccc(NS(=O)(=O)c2cccs2)cc1)c1ccc(Cl)cc1 | -5.4
CC1CCN(C(=O)c2cccc3c2-c2ccccc2C3=O)CC1 | -4.0

Part of the list above, with tabs:
molecule	PriA SSB inh
Cc1nccn1-c1ncc(NC(=O)c2ccc(F)cc2Cl)cn1	-14.0
CC1CCN(C(=O)c2cccc3c2-c2ccccc2C3=O)CC1	-4.0
CC(=NNC(=O)CCc1ccccc1)c1ccc2c(c1)OCO2	0.1
